Assay outcomes deposited in PubChem BioAssay by several laboratories.
NTR1 agonist – agonists of NTR1, primary screen, imaging, U2OS cells, beta-arrestin-GFP, high content (AID 493036) | P30989 | NTR1-U2OS beta-arrestin-GFP spot imaging, agonist mode | activation, % at 20 µM | 330,000 compounds, 0.17% hits;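 active = activation at or above 40% of the spot to cytoplasm intensity ratio, with at least 20 cells analyzed; inconclusive = wells under 20 cells, flagged as cytotoxic or low count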;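 note: 0% = DMSO without peptide and 100% = 100 nM NTR1 peptide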
Target sequence (P30989 whole entry, looked up): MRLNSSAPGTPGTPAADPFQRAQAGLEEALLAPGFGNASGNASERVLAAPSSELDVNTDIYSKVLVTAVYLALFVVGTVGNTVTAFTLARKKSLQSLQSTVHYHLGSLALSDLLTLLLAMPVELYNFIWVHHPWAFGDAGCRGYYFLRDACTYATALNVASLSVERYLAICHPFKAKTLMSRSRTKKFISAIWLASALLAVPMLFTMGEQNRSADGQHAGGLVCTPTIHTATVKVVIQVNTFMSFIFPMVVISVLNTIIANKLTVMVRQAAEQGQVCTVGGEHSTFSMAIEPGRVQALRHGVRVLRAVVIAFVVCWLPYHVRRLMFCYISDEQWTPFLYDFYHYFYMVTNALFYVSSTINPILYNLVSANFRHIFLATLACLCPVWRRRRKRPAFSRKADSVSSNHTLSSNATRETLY
West Nile antiviral – West Nile virus antiviral activity, cell-based, CPE readout (AID 1621); West Nile virus-infected cells, CPE inhibition; higher % means a stronger effect; 290,000 compounds, 0.02% hits; CPE inhibition, % at 10 µM, or IC50 in µM where a hit was titrated; in the data active = a potency from the dose series; inconclusive = CPE inhibition mostly from about 3.7% at the one dose, without a potency; inactive = the rest, 99 in 100 with CPE inhibition below about 2.2%; note: strong numbers were not always called active
K1F lysis inhibition – protection from phage-mediated lysis, alamar blue read-out – E. coli UTI89, K1F phage, bacterial capsule biogenesis inhibitors (AID 488966) | inhibition, % at 100 µM; hits with a dose series show IC50 in µM | E. coli UTI89 K1F phage lysis, alamar blue, 2 h; higher % means a stronger effect | 340,000 compounds, 0.02% hits;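 active = phage lysis inhibition, versus mean bacterial control, above a set limit; inconclusive = no clear call, values can overlap the other calls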;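 note: capsule biogenesis inhibitors block K1F phage lysis so surviving cells raise fluorescence; higher fluorescence means more inhibition of phage lysis; actives were called in the ten point dose series up to 300 µM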
AID2073 – disruptors of CaV2.2 binding to Mint1 – biochemical, HTRF (AID 2073). HTRF protein-protein interaction, Mint1-CaV2.2; higher % means a stronger effect. inhibition, % at 20 µM, or IC50 in µM where a hit was titrated. 290,000 compounds, 0.19% hits; in the data active = inhibition mostly above about 51%, no sharp cut-off; inconclusive = no clear call, values can overlap the other calls; inactive = mostly below about 53%; note: some results filed as inactive read as strong as hits
SIAH1 antagonists – blockers of Siah-1 interaction with plectin peptide – biochemical, fluorescence polarization, rhodamine-plectin, uHTS, primary screen (AID 1817); Siah-1 / rhodamine-plectin peptide fluorescence polarization; higher % means a stronger effect; displacement, % at 20 µM, or IC50 in µM where a hit was titrated; 290,000 compounds, 0.02% hits;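 active = displacement of at least 50% at 20 µM, with a fluorescence ratio check between 0.3 and a set limit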;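 note: plate controls were Siah plus tracer with DMSO for no effect and tracer alone without Siah for full effect; strong numbers were not always called active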
Rac1 GTP hydrolysis – MgcRacGAP GTPase-activating activity inhibitors, confirmation, biochemical, ADP Hunter fluorescence; MgcRacGAP-stimulated Rac1 GTP hydrolysis, ADP Hunter fluorescence; higher % means a stronger effect; GST-tagged Rac1 F28L mutant substrate; one-dose inhibition, % at 30 µM; IC50 in µM for titrated hits; 340,000 compounds, 0.6% hits; AID 624330;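 active = first-screen hits whose inhibition reached a set limit at any dose in the follow-up dose series; inconclusive = inhibition above the set first-screen limit but never retested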;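 note: fluorescence reports GDP produced by GAP-driven GTP hydrolysis; strong numbers were not always called active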
SV40 large T antigen – TAg ATPase/helicase activity blockers – biochemical (AID 1903); 310,000 compounds, 0.39% hits; inhibition, % at 20 µM; hits with a dose series show IC50 in µM; SV40 large T antigen ATPase/helicase inhibition assay; higher % means a stronger effect; in the data active = a potency from the dose series; inconclusive = inhibition mostly from about 32% at the one dose, without a potency; inactive = the rest, 99 in 100 with inhibition below about 32%; note: strong numbers were not always called active
RSV CPE inhibition – RSV antiviral activity via CPE protection, HEp-2 cells, primary 10 µM value included (AID 2391); CPE inhibition, % at 10 µM, or IC50 in µM where a hit was titrated; HEp-2 cells, RSV-induced CPE inhibition; higher % means a stronger effect; 310,000 compounds, 0.13% hits; in the data active = a potency from the dose series; inconclusive = CPE inhibition mostly from about 23% at the one dose, without a potency; inactive = the rest, 99 in 100 with CPE inhibition below about 21%; note: strong numbers were not always called active
NS5 inhibitors – Dengue-2 NS5 methyltransferase inhibitors, primary screen, biochemical, confirmation dose response (AID 588689). 340,000 compounds, 0.3% hits. Dengue-2 NS5 methyltransferase capping enzyme assay, biochemical; higher % means a stronger effect. one-dose inhibition, % at 25 µM; IC50 in µM for titrated hits; in the data active = a potency from the dose series; inconclusive = inhibition above about 29% without an active follow-up result
NTR1 agonist cell count 20 µM – also measured in NTR1 agonist; calls as there; cell count; measured here: cell count, cytotoxicity flag
NS5 inhibitors pilot replicate – recorded beside NS5 inhibitors, whose call it bears; inhibition, %; measured here: pilot screen replicate inhibition
An asterisk follows results filed as active; u = inconclusive; x = no result given; [ ] = another dose, or the depositor's remark.

SMILES | NTR1 agonist | NTR1 agonist cell count 20 µM | West Nile antiviral | K1F lysis inhibition | AID2073 | SIAH1 antagonists | Rac1 GTP hydrolysis | SV40 large T antigen | RSV CPE inhibition | NS5 inhibitors | others
O=S(=O)(Nc1nc2ccccc2s1)c1cc(F)ccc1F | -1.0 | 63 | -0.3% | 0.4%[50 µM] | 7% | -5% | 8% | 13% | 2.2% | -9%
Cc1ccc(Nc2cccccc2=O)cc1 | 0.1 | 61 | x | 6.1% | -13% | -1% | -6% | 4% | 3.9% | -2%
O=C(CSc1nnc(-c2ccccc2F)o1)OCc1ccccc1 | 1.2 | 37 | 0.1% | 0.7% | 2% | 1% | 12% | 1% | 1.1% | 3%
C=CCNc1ccccc1S(=O)(=O)NCc1ccccc1 | -0.7 | 56 | x | 0.1% | x | x | 3% | x | x | -2% | NS5 inhibitors pilot replicate=-0.3
O=C(Nc1cccc2cccc(NC(=O)c3ccco3)c12)c1ccco1 | 0.4 | 60 | 0.2% | 0.0% | 20% | 9% | 12% | 6% | -1.3% | 1%
CCCCN(C)CCC(=O)Nc1ccc(OC)cc1OC | 0.0 | 71 | -0.7% | -0.1% | -6% | 19% | 8% | 1% | -0.3% | -11%
Cc1ccc(Cn2c(CCC(=O)O)nc3ncccc3c2=O)cc1 | -0.8 | 80 | 0.1% | 3.1%[50 µM] | -3% | 0% | 7% | 14% | 1.5% | -1%
O=C(CN1CCN(c2ccccc2F)CC1)Nc1ccccc1F | 1.6 | 54 | 0.2% | 0.4% | 1% | -5% | 3% | 4% | 0.9% | -12%
Cc1ccc(NC(=S)N2CCCN(Cc3ccc(F)cc3)C2)c(C)c1 | -0.4 | 56 | -1.1% | 0.4% | -9% | 1% | 6% | 0% | -3.3% | -11%
CCc1c(C(=O)NNC(=O)Nc2ccc3c(c2)OCO3)csc1C | 1.0 | 58 | -0.4% | 0.9%[50 µM] | -10% | 1% | 6% | 15% | 0.2% | -5%
[N-]=[N+]=CC(=O)CCCN1C(=O)c2ccccc2C1=O | -2.6 | 94 | 0.0% | 0.4% | -2% | -6% | 5% | 2% | 2.4% | -5%
O=C(c1ccccc1)c1nc[nH]c1C(=O)Nc1ccccn1 | -0.8 | 35 | -0.1% | 1.2% | 2% | 5% | 11% | 2% | -2.0% | -1%
COc1ccc(NC(=O)CSc2nnc(Cc3cccs3)n2-c2ccc(C)cc2)cc1 | 3.5 | 75 | -0.6% | 0.6% | 0% | -4% | 13% | 13% | 1.3% | -6%
N[C@@H](Cc1ccc(O)cc1)c1nnc([C@H](CCC(=O)O)NC(=O)C2CCNCC2)o1 | -0.4 | 49 | 0.7% | 1.8% | 14% | 8% | 12% | 9% | 0.6% | -4%
CCOC(=O)CN1N=C(/C=C/c2ccccc2)CCC1=O | -0.2 | 54 | 0.1% | 0.1%[50 µM] | x | x | 1% | x | 14% | -5%
CCc1c(C)sc(NC(=O)Cc2ccccc2OC)c1C(=O)N1CCOCC1 | -0.3 | 55 | -1.1% | 0.4%[50 µM] | 0% | -4% | 7% | 0% | 0.7% | -8%
COc1cccc(C(=O)NCc2ccc(-c3nc4ccccc4s3)cc2)c1 | 4.5 | 45 | 1.1% | 0.9% | 13% | -1% | 13% | -1% | 6.7% | 3%
O=C1C(=O)N(CCCN2CCOCC2)C(c2ccc([N+](=O)[O-])cc2)/C1=C(\O)c1ccc2c(c1)OCCO2 (stereo not drawn) | 1.7 | 51 | 0.3% | 0.2% | -10% | 2% | 6% | 23% | 1.3% | 2%
Cc1cc(C(=O)CN2C(=O)C(=O)N(Cc3ccccc3)C2=O)c(C)n1-c1ccccc1F | -2.1 | 26 | -0.5% | 1.9% | 29% | 3% | 0% | 3% | 0.4% | -10%
COc1ccc(S(=O)(=O)Nc2cccc3c2O[C@H](CN(C)Cc2ccc(Oc4ccccc4)cc2)[C@@H](C)CN([C@H](C)CO)C3=O)cc1 | 2.8 | 73 | x | 1.9% | x | x | 10% | x | x | 1%
OCCCNCc1ccc(-c2ccccc2)cc1 | -1.8 | 50 | 0.6% | 0.2% | -8% | -2% | 4% | 9% | -2.1% | 0%
Cc1cccc(NC(=S)N(CCN(C)C)C(C)c2cccnc2)c1 (stereo not drawn) | -0.5 | 67 | 0.7% | 0.5% | -3% | -2% | 3% | 6% | -1.9% | -3%
CCOC(=O)C(NC(=O)c1ccccc1)(Nc1nnc(C)s1)C(F)(F)F (stereo not drawn) | -0.3 | 89 | -0.6% | 0.4% | -6% | 1% | 5% | 6% | 2.2% | -3%
Cc1nc2ccccc2n1CC(=O)N/N=C\c1ccccn1 | -1.3 | 67 | 0.2% | 1.4% | 4% | -2% | 1% | 0% | 2.0% | -3%
CC(=O)Nc1ccc(-c2csc(NC(=O)C3CSC4(C)CCC(=O)N34)n2)cc1 (stereo not drawn) | 1.5 | 82 | x | 1.5%[50 µM] | x | x | 3% | 12% | 3.2% | -4%

The closing 2 entries of the section above open the next one:
SMILES | NTR1 agonist | NTR1 agonist cell count 20 µM | West Nile antiviral | K1F lysis inhibition | AID2073 | SIAH1 antagonists | Rac1 GTP hydrolysis | SV40 large T antigen | RSV CPE inhibition | NS5 inhibitors | others
Cc1nc2ccccc2n1CC(=O)N/N=C\c1ccccn1 | -1.3 | 67 | 0.2% | 1.4% | 4% | -2% | 1% | 0% | 2.0% | -3%
CC(=O)Nc1ccc(-c2csc(NC(=O)C3CSC4(C)CCC(=O)N34)n2)cc1 (stereo not drawn) | 1.5 | 82 | x | 1.5%[50 µM] | x | x | 3% | 12% | 3.2% | -4%
Cc1ccc(-c2cc(C(F)F)n3ncc(C(=O)Nc4c(C)nn(Cc5c(Cl)cccc5Cl)c4C)c3n2)cc1 | 3.7 | 55 | 14% | 6.3% | 7% | 0% | 9% | 36% | 5.7% | -3%
Cc1c(NC(=O)COC(=O)/C=C/c2cccc(Cl)c2)c(=O)n(-c2ccccc2)n1C | 0.1 | 56 | x | 0.8%[50 µM] | x | x | 6% | x | 0.1% | -8%
CCc1ccccc1NC(=O)c1nnn(CC(=O)Nc2ccccc2C)c1N | -0.2 | 41 | x | 3.0% | 0% | -4% | 8% | -3% | 0.0% | -5%
N#Cc1ccsc1NC(=O)COC(=O)CCCSc1nc2ccccc2s1 | 3.2 | 68 | 0.4% | 1.0% | 2% | -4% | 10% | 1% | 2.5% | -15%
CC(=O)Nc1ccc(S(=O)(=O)NC(C)CCc2ccccc2)cc1 (stereo not drawn) | 0.8 | 54 | -1.7% | 1.1% | -3% | 6% | 4% | 8% | 1.9% | 5%
Cc1ccc([N+](=O)[O-])c(-c2n[nH]c(=S)n2-c2cccc(Cl)c2)c1 | -0.3 | 53 | 0.1% | 2.9% | -33% | -5% | 11% | 20% | 0.7% | -9%
Cc1cc2ccccc2n1CCNC(=O)c1ccccc1 | -1.3 | 48 | -0.3% | 0.3% | 18% | 3% | 6% | 9% | 0.2% | u
COc1ccccc1CC(=O)NC1CC(C)(C)NC(C)(C)C1 | 0.2 | 62 | x | 0.6% | 1% | -4% | 7% | 0% | 1.1% | -10%
CC(NC(=O)COc1ccc(Br)cc1)C(=O)O (stereo not drawn) | 0.5 | 49 | 0.1% | 3.5% | -9% | 0% | 4% | 4% | 0.8% | -4%
CC(=O)NCCC(=O)Nc1nc(-c2ccc3ccccc3c2)cs1 | 0.2 | 50 | -0.6% | -0.1% | -6% | 0% | 11% | x | x | 2%
CN(C)c1ccncc1C(=O)Nc1ccc(F)cc1F | 1.3 | 47 | 0.0% | 0.6% | u | -1% | 1% | 3% | 0.3% | -2%
Cc1ccc(S(=O)(=O)NCC(=O)OCC(=O)c2cccs2)cc1 | 4.8 | 69 | 0.3% | 2.1% | 6% | -2% | 12% | 5% | 0.2% | 8%
COc1ccccc1C(=O)OCC(=O)NC(=O)NC1CCCC1 | 3.3 | 49 | x | -0.1% | x | x | 7% | x | 1.0% | 1%
Cc1cc(C)c[n+](-c2[nH]c(=O)sc2/C=N/N=C(\[O-])c2cccnc2)c1 | -0.4 | 69 | 0.1% | 0.4% | -17% | -4% | 3% | 1% | 0.1% | 12%
Cc1ccc(C)c(N2C(=O)CC(Cc3ccccc3)C2=O)c1 (stereo not drawn) | 0.9 | 64 | -0.6% | 0.4% | 2% | 8% | 12% | 25% | 0.8% | -4% | NS5 inhibitors pilot replicate=-2.1
COc1ccccc1Oc1ccc(N2CC(C(=O)OCC(=O)c3ccccc3)CC2=O)cc1 (stereo not drawn) | 0.4 | 46 | 0.5% | -0.1% | 1% | 2% | 9% | 6% | 1.5% | 2%
COc1ccc(OC)c(NC(=O)CCC(=O)Nc2nnc(C(F)(F)F)s2)c1 | -1.1 | 52 | 0.7% | -0.3% | 0% | -4% | 9% | 4% | 0.4% | 5%
COCCC(=O)N1CCCC(C(=O)c2ccc(C(F)(F)F)cc2)C1 (stereo not drawn) | 0.0 | 67 | -0.9% | -1.7% | 13% | 0% | 0% | 27% | 1.9% | 2%
CC(C)CCn1cnc2c1c(=O)[nH]c(=O)n2Cc1ccccc1 | -0.9 | 66 | -1.3% | 0.1% | -2% | 11% | -5% | 4% | 0.3% | -5%
CCOc1cc(CNCC(O)c2ccccc2)cc(Cl)c1OC (stereo not drawn) | -1.2 | 91 | -1.0% | 0.1% | -12% | 3% | 5% | 1% | -1.3% | -6%
Cc1ccccc1NC(=O)c1cccc(NC(=O)c2ccccc2C(=O)O)c1 | 2.7 | 48 | x | 0.6% | x | x | 9% | 8% | 2.3% | 7%
CCN1CCN(CCCNC(=O)c2cn(CCOC)c(=O)c3c2c2ccccc2n3C)CC1 | -2.9 | 80 | 0.9% | 2.5% | -3% | -2% | 12% | 3% | -1.6% | 2%
COc1ccc([N+](=O)[O-])cc1C1NN=C(c2cccc3ccccc23)S1 (stereo not drawn) | 0.5 | 39 | 0.2% | 1.1% | -8% | -1% | 14% | -1% | x | -1%
COc1ccccc1OCCCn1c(C)c(C#N)c2ccccc21 | 6.4 | 58 | -0.1% | 1.8% | -1% | 1% | 7% | 10% | -0.2% | -2%
CCn1c2ccccc2c2cc(CNCc3ccc(OC)cc3OC)ccc21 | 29 | 42 | 1.7% | -0.9% | 0% | 4% | 100µM* | 3% | -4.0% | 2%
O=C(CCC(=O)Nc1ccccc1)NNC(=O)C(c1ccccc1)c1ccccc1 | 0.5 | 37 | -0.6% | 3.1% | 10% | 3% | 5% | 5% | 1.5% | 2%
CC(=O)OCC(COC(C)=O)OC(C)=O | -0.2 | 65 | x | 2.8% | x | x | 4% | 20% | 0.0% | -1%
